Screens: PubChem BioAssay, Broad Institute
Pf Dd2 growth = P. falciparum Dd2 growth inhibitors, primary screen, SYBR Green fluorescence, single dose replicates | AID 1159554, 2015 | 72 h; hits give low values | 2.3% of 94,000 active | activity change, % at 10 µM; in the data active = activity change below about -80%; inconclusive = no clear call, values can overlap the other calls
T cruzi growth = T. cruzi intracellular proliferation inhibitors, primary screen, cell-based, beta-gal Tulahuen parasites, NIH3T3 host, luminescence | T. cruzi beta-gal in NIH3T3, GalScreen luminescence, 90 h | inhibition, % at 8.34 µM | 5.9% of 77,000 active;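 active = mean inhibition above about 93%, with at least 55% of replicates each passing it, limit read from the data, passing the limit was not always enough; inconclusive = only one of those two conditions holds; inactive = neither condition holds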
C diff growth = C. difficile growth inhibitors, primary screen, HTS; Clostridium difficile clinical isolate growth, OD600, 24 h; hits give low values; growth activity, negative = inhibition, % at 16 µg/mL (by protocol); 0.25% of 86,000 active;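 active = mean growth activity at or below -80% and every replicate also at or below -80%; inconclusive = mean at or below -80% but some replicate above -80%; inactive = mean growth activity above -80%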;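 also: 0% = DMSO wells and -100% = levofloxacin 16 µg/mL wells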
KDM4C inh = inhibitors of GASC-1 (KDM4C) histone demethylase, primary screen, biochemical, single concentration HTS; AID 720574, 2013; Lysine-specific demethylase 4C (Homo sapiens), Q9H3R0; inhibition, % at 12.5 µM; 0.15% of 96,000 active; GST-KDM4C 2-372, H3K9me3 peptide, LANCE TR-FRET;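 active = mean replicate inhibition above about 25%, with at least 55% of replicates also reaching it, limit read from the data, passing the limit was not always enough; inconclusive = only one of those two conditions met; inactive = neither condition met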
Target sequence (Q9H3R0 2-372 limits assumed): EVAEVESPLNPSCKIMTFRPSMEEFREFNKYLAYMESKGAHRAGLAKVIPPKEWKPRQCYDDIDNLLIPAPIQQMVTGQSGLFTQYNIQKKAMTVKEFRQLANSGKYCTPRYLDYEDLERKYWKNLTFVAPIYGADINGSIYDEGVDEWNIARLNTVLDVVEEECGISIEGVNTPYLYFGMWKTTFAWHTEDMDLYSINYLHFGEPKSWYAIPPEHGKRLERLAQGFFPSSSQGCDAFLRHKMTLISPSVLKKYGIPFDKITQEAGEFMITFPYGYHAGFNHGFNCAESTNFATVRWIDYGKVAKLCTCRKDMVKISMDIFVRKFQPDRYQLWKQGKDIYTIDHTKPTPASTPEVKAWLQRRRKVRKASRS
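Assay system: GST-GASC-1 enzyme fragment 2-372 | Amount: 10 nM enzyme | Medium: HEPES buffer, pH 7.5, plus ascorbate | Reagent: H3K9me3 peptide substrate, Fe(II), 2-oxoglutarate | Doses: Single-point compound screen | Incubation: 30 min demethylation and 1 h detection at room temperature | Measured by: LANCE TR-FRET, excitation 340 nm, emissions 618 and 671 nm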
Numbers without * were called inactive; ? = inconclusive; nt = no result given; & = joins results of further samples.

Values run as follows: T cruzi growth	KDM4C inh	Pf Dd2 growth	C diff growth
CN(C[C@H]1N[C@@H](CO)[C@H]1c1ccc(C2=CCCC2)cc1)S(C)(=O)=O
 : 11	1.7	-8	3
C[C@@H]1CN([C@@H](C)CO)C(=O)Cc2cc(NS(=O)(=O)c3cccs3)ccc2O[C@@H]1CN(C)Cc1ccc2c(c1)OCO2
 : 8	5.0	8	-2
O=C(Cc1ccccn1)N[C@@H]1C=C[C@@H](CC(=O)N2CCCCC2)O[C@@H]1CO
 : -72	nt	-12	-2
C[C@H]1CN([C@@H](C)CO)C(=O)c2cc(NC(=O)Nc3ccccc3)ccc2O[C@H]1CN(C)Cc1ccncc1
 : -13	-0.1	19	-9
C[C@@H](NC(=O)[C@@H]1N[C@@H]2c3ccc(C4=CCCCC4)c(=O)n3C[C@@H]2[C@H]1CO)c1ccccc1
 : 101*	0.3	4	4
COc1ccc2c3c([nH]c2c1)[C@@H](CO)N(C(=O)NC1CCCC1)CC31CN(C(=O)Nc2cccc(F)c2)C1
 : nt	-1.3	1	4
CO[C@H]1CN(C)C(=O)c2ccc(NC(C)=O)cc2OC[C@@H](C)NC[C@H]1C
 : -25	0.4	20	1
C[C@@H]1CN([C@H](C)CO)C(=O)c2cc(NC(=O)Nc3ccc4c(c3)OCO4)ccc2O[C@@H](C)CCCCO[C@H]1CN(C)S(C)(=O)=O
 : -5	1.2	27	-6
CN(C)C(=O)c1cccc(-c2ccccc2[C@@H]2[C@@H](CO)N(C(=O)C3CCCC3)[C@H]2C#N)c1
 : nt	0.7	-43	1
Cc1noc(C)c1S(=O)(=O)N(C)C[C@H]1OCCCC[C@H](C)Oc2ccc(NC(=O)CCCN(C)C)cc2C(=O)N([C@H](C)CO)C[C@@H]1C
 : -98	2.4	9	3
Cc1ccccc1S(=O)(=O)NCC[C@@H]1CC[C@H](NC(=O)C2CCC2)[C@@H](CO)O1
 : nt	4.8	6	2
Cc1ccccc1S(=O)(=O)Nc1ccc2c(c1)C(=O)N(C)[C@@H]1CC[C@H](CC(=O)O)O[C@@H]1CO2
 : 10	-1.9	26	nt
COCC#Cc1ccc([C@@H]2[C@@H](CO)N3CCCCN(S(=O)(=O)c4cccc(OC)c4)C[C@H]23)cc1
 : 4	-1.4	-10	13
COc1ccc(S(=O)(=O)N(C)C[C@@H]2Oc3c(cccc3N(C)C)C(=O)N([C@@H](C)CO)C[C@H]2C)cc1
 : 1	1.1	-2	-1
C[C@@H]1CN([C@@H](C)CO)C(=O)c2cccc(NC(=O)c3ccncc3)c2O[C@@H]1CN(C)Cc1ccc(C(=O)Nc2ccccc2N)cc1
 : ?	0.8	-35	-2
COc1ccc(CN(C)C[C@H]2Oc3ccc(NC(=O)Nc4ccc(F)cc4)cc3C(=O)N([C@@H](C)CO)C[C@H]2C)cc1
 : nt	-1.4	17	19&11
C[C@H]1CN([C@@H](C)CO)C(=O)c2c(c3ccccc3n2C)-c2ccccc2CO[C@H]1CN(C)S(=O)(=O)c1ccc(C(F)(F)F)cc1
 : nt	-1.1	-91*	-5
C[C@H]1CN([C@@H](C)CO)C(=O)Cc2cc(N(C)C)ccc2O[C@H]1CN(C)C(=O)Nc1ccc2c(c1)OCO2
 : -2	17	3	-1
CO[C@@H]1CN(C)C(=O)c2cc(NC(=O)Nc3cccc(Cl)c3)ccc2OC[C@H](C)NC[C@H]1C
 : -22	0.7	-79	nt
CCCNC(=O)N1CC2(C1)CN(C(=O)NC(C)C)[C@H](CO)c1c2c2ccc(OC)cc2n1C
 : nt	0.2	-1	-3
COCC#Cc1cnc2c(c1)C(=O)N([C@H](C)CO)C[C@@H](C)[C@H](CN(C)Cc1ccc(F)cc1)O2
 : 10	1.6	-5	-6
COc1cc(CN2[C@@H]3CNC[C@H]2C3c2ccc(-c3ccccc3)cc2)cc(OC)c1 (some centres undefined)
 : nt	1.5&-0.7	?	-4&-40
CN(C)C(=O)c1ccc(-c2ccc([C@@H]3[C@@H](CO)N4CCCCN(C(=O)C5CC5)C[C@@H]34)cc2)cc1
 : 13	1.1	-28	1
CC(C)NC(=O)N(C)C[C@@H]1Oc2ccc(NS(=O)(=O)c3ccc(Cl)cc3)cc2C(=O)N([C@H](C)CO)C[C@H]1C
 : -35	-0.8	3	0
COc1ccc2c3c(n(C)c2c1)[C@@H](CO)N(S(=O)(=O)c1ccc(C)cc1)CC31CCN(C(=O)c2ccccn2)CC1
 : nt	-0.3	-63	-2
CN1C(=O)c2cc(NC(=O)c3cscn3)ccc2OC[C@@H]2O[C@H](CC(=O)NCC3CC3)CC[C@H]21
 : 15	-0.2	-2	-1
CN1C(=O)c2cc(NC(=O)C3CCCC3)ccc2OC[C@H]2O[C@@H](CC(=O)NCCc3ccncc3)CC[C@@H]21
 : nt	-1.4	1	-3
Cc1cc(C(=O)Nc2cccc3c2O[C@H](CN(C)CC2CCCCC2)[C@H](C)CN([C@@H](C)CO)C3=O)n(C)n1
 : 42	0.3	-4	-2
COC(=O)C[C@H]1CC[C@@H]2[C@@H](COc3ccc(NS(=O)(=O)c4ccccc4F)cc3C(=O)N2C)O1
 : 9	-1.6	-3	-6
C[C@@H]1CN([C@H](C)CO)C(=O)c2c(c3ccccc3n2C)-c2ccccc2CO[C@@H]1CN(C)C(=O)C1CC1
 : 74	0.0	4	0
CCCC#Cc1ccc2c(c1)O[C@H](CN(C)C(=O)c1ccccc1)[C@@H](C)CN([C@@H](C)CO)S2(=O)=O
 : 112*	0.2	-41	4
C[C@@H]1CCCCO[C@@H](CN(C)C(=O)CCCN(C)C)[C@@H](C)CN([C@H](C)CO)C(=O)c2cc(NS(=O)(=O)c3cn(C)cn3)ccc2O1
 : -18	0.3	67	-11
C/C=C/c1ccc([C@H]2[C@@H](CO)N(c3nc(CC)cs3)[C@H]2C#N)cc1
 : 101*	2.7	-24	-11
CO[C@@H]1CN(C)C(=O)c2ccc(NC(=O)Nc3ccccc3)cc2OC[C@H](C)N(C(=O)CC2CC2)C[C@@H]1C
 : 11	2.4	-39	nt
COc1ccc2c3c(n(C)c2c1)[C@@H](CO)N(Cc1ccccc1OC)CC31CCN(C)CC1
 : nt	-0.3	-69	11
O=C1CN(S(=O)(=O)Cc2ccccc2)C[C@@H]2[C@H](c3ccc(C#Cc4cccnc4)cc3)[C@@H](CO)N12
 : nt	-2.2	-39	-5
O=C(C[C@H]1CC[C@@H](NC(=O)c2ccncc2)[C@H](CO)O1)NCc1ccncn1
 : nt	1.5	26	-4
Cc1noc(C)c1S(=O)(=O)Nc1ccc2c(c1)C(=O)N([C@@H](C)CO)C[C@@H](C)[C@H](CN(C)Cc1ccc(-c3ccccc3)cc1)O2
 : 31	0.4	40	-12
Cc1noc(C)c1NC(=O)Nc1cccc2c1O[C@@H](CN(C)Cc1ccc3c(c1)OCO3)[C@H](C)CN([C@H](C)CO)C2=O
 : 23	2.9	3	10
CC(C)NC(=O)Nc1ccc2c(c1)C(=O)N(C)[C@H]1CC[C@@H](CC(=O)NCc3ccc(F)cc3)O[C@H]1CO2
 : 16	0.1	nt	14

Nine compounds already listed, arranged by length of the SMILES, highest first:
Values run as follows: T cruzi growth	KDM4C inh	Pf Dd2 growth	C diff growth
C[C@@H]1CCCCO[C@@H](CN(C)C(=O)CCCN(C)C)[C@@H](C)CN([C@H](C)CO)C(=O)c2cc(NS(=O)(=O)c3cn(C)cn3)ccc2O1
 : -18	0.3	67	-11
Cc1noc(C)c1S(=O)(=O)Nc1ccc2c(c1)C(=O)N([C@@H](C)CO)C[C@@H](C)[C@H](CN(C)Cc1ccc(-c3ccccc3)cc1)O2
 : 31	0.4	40	-12
CC(C)NC(=O)N(C)C[C@@H]1Oc2ccc(NS(=O)(=O)c3ccc(Cl)cc3)cc2C(=O)N([C@H](C)CO)C[C@H]1C
 : -35	-0.8	3	0
CC(C)NC(=O)Nc1ccc2c(c1)C(=O)N(C)[C@H]1CC[C@@H](CC(=O)NCc3ccc(F)cc3)O[C@H]1CO2
 : 16	0.1	nt	14
CN(C)C(=O)c1ccc(-c2ccc([C@@H]3[C@@H](CO)N4CCCCN(C(=O)C5CC5)C[C@@H]34)cc2)cc1
 : 13	1.1	-28	1
CN1C(=O)c2cc(NC(=O)C3CCCC3)ccc2OC[C@H]2O[C@@H](CC(=O)NCCc3ccncc3)CC[C@@H]21
 : nt	-1.4	1	-3
COC(=O)C[C@H]1CC[C@@H]2[C@@H](COc3ccc(NS(=O)(=O)c4ccccc4F)cc3C(=O)N2C)O1
 : 9	-1.6	-3	-6
COCC#Cc1cnc2c(c1)C(=O)N([C@H](C)CO)C[C@@H](C)[C@H](CN(C)Cc1ccc(F)cc1)O2
 : 10	1.6	-5	-6
COc1ccc2c3c(n(C)c2c1)[C@@H](CO)N(Cc1ccccc1OC)CC31CCN(C)CC1
 : nt	-0.3	-69	11

The results go on:
Values run as follows: T cruzi growth	KDM4C inh	Pf Dd2 growth	C diff growth
Cc1noc(C)c1NC(=O)Nc1ccc2c(c1)CC(=O)N([C@H](C)CO)C[C@H](C)[C@H](CN(C)C(=O)Nc1ccccc1)O2
 : 5	0.3	13	-2
C[C@@H]1CN([C@H](C)CO)C(=O)c2cc(NC(=O)Cc3cn(C)c4ccccc34)ccc2O[C@H]1CN(C)S(C)(=O)=O
 : 9	-0.9	-15	0
C[C@@H]1CN([C@H](C)CO)S(=O)(=O)c2ccc(-c3ccc(F)cc3)cc2O[C@@H]1CN(C)Cc1ccccc1C(=O)O
 : nt	0.5	-11	nt
CC(C)NC(=O)NCC[C@@H]1CC[C@H](NC(=O)c2ccc(F)cc2)[C@H](CO)O1
 : -38	1.0	15	nt
COc1cccc(NC(=O)N2C[C@H](O)COC[C@@H]3O[C@H](CC(=O)NC4Cc5ccccc5C4)CC[C@H]32)c1
 : -27	0.2	2	-1&-8
COc1ccc(C#Cc2ccc3c(c2)O[C@@H](CN(C)C(=O)NC2CCCCC2)[C@H](C)CN([C@H](C)CO)S3(=O)=O)cc1
 : ?	-6.8	-75	-7
Cc1ccc(S(=O)(=O)N(C)C[C@@H]2Oc3ccc(NS(=O)(=O)c4cn(C)cn4)cc3CC(=O)N([C@H](C)CO)C[C@H]2C)cc1
 : 16	-0.4	28	nt
O=C(Cc1cccnc1)N[C@H]1CC[C@@H](CCn2cc(-c3ccccc3F)nn2)O[C@@H]1CO
 : -39	1.9	-4	1
O=C(C[C@H]1CC[C@H]2[C@@H](COC[C@@H](O)CN2Cc2ccccc2F)O1)N[C@@H]1CCN(Cc2ccccc2)C1
 : 81	0.8	-40	nt
CN(C)c1ccc2c(c1)[C@@H]1C[C@H](CC(=O)NCc3ccc(Cl)cc3)O[C@@H](CO)[C@@H]1O2
 : nt	10	-13	-12
C[C@@H]1CCCCO[C@@H](CN(C)C(=O)Nc2ccc(C(F)(F)F)cc2)[C@H](C)CN([C@H](C)CO)C(=O)c2cc(NC(=O)NC3CCCCC3)ccc2O1
 : 117*	11	-74	3
CC(C)NC(=O)N(C)C[C@H]1Oc2ccc(NC(=O)Nc3ccc(C(F)(F)F)cc3)cc2CC(=O)N([C@@H](C)CO)C[C@@H]1C
 : -10	0.2	-35	-4
C[C@@H]1CN([C@@H](C)CO)S(=O)(=O)c2ccc(C#C[C@@H](C)O)cc2O[C@H]1CN(C)Cc1cccnc1
 : 36	nt	-20	-6
Cn1cnc(S(=O)(=O)N2C[C@@H](O)COC[C@H]3O[C@@H](CC(=O)NC4CCC4)CC[C@@H]32)c1
 : nt	-3.1	25	1&-4
CC(C)NC(=O)Nc1ccc2c(c1)C(=O)N([C@H](C)CO)C[C@@H](C)[C@H](CN(C)Cc1ccccc1)O2
 : -15	0.2	10	-3
CC(=O)NC[C@H]1[C@H](c2ccc(C3=CCCC3)cc2)[C@@H](CO)N1Cc1cccnc1
 : 0	-0.7	8	-3
O=C(C[C@H]1CC[C@@H]2[C@H](COC[C@@H](O)CN2Cc2cccc(C(F)(F)F)c2)O1)NCc1ccc(Cl)cc1
 : 178*	-0.7	-13	28&19
CN(C)C(=O)c1cccc(-c2cccc(-c3nc(C(=O)N4CCOCC4)cc4c3[C@H](CCO)N([S@@](=O)C(C)(C)C)C4)c2)c1
 : 5	-0.6	13	nt
